# Screening results (PubChem BioAssay)
# WT yeast gro inh: growth inhibition of WT yeast, mitochondrial fusion screen; mitochondrial fusion phenotypic screen, WT strain; inhibition, % at 10 µM; 190,000 tested, 2.1% active; AID 1362; in the data active = inhibition above about 58%; tested in S. cerevisiae
# NTR1 agonist: agonists of NTR1, primary screen, imaging, U2OS cells, beta-arrestin-GFP, high content (AID 493036). P30989. NTR1-U2OS beta-arrestin-GFP spot imaging, agonist mode. activation, % at 20 µM. 330,000 tested, 0.17% active;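 active = activation at or above 40% of the spot to cytoplasm intensity ratio, with at least 20 cells analyzed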;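 note: 0% = DMSO without peptide and 100% = 100 nM NTR1 peptide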
# Target sequence (P30989 whole entry, looked up): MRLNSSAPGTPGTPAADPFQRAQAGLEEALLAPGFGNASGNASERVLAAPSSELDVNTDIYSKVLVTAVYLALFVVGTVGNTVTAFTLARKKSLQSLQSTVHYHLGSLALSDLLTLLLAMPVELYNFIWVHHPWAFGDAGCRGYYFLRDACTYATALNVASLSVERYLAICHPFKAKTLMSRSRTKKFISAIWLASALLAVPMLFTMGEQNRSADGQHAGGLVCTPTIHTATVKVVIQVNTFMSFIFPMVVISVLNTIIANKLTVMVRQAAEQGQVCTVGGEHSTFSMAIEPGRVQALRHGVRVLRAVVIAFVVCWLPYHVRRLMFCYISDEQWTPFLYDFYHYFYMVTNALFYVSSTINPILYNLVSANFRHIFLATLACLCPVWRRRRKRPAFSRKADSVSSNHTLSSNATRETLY
# RSV antiviral HEp-2: inhibition of RSV-induced cytopathic effect – HEp-2 cells, primary 10 µM value included (AID 2391) | HEp-2 cells, RSV-induced CPE inhibition; higher % means a stronger effect | CPE inhibition, % at 10 µM; hits with a dose series show IC50 in µM | 310,000 tested, 0.13% active; in the data active = a potency from the dose series; note: strong numbers were not always called active
# NS5 inhibitors: flavivirus cap methylation enzyme inhibition – biochemical, confirmation dose response, primary screen (AID 588689). inhibition, % at 25 µM; hits with a dose series show IC50 in µM. Dengue-2 NS5 methyltransferase capping enzyme assay, biochemical; higher % means a stronger effect. 340,000 tested, 0.3% active; in the data active = a potency from the dose series
# LYP inhibition: inhibitors of LYP phosphatase, biochemical, fluorescence intensity, uHTS (AID 1779). recombinant LYP phosphatase, fluorescence intensity; higher % means a stronger effect. 290,000 tested, 0.054% active. inhibition, % at 11.5 µM; hits with a dose series show IC50 in µM; in the data active = inhibition above about 50%;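 note: plate controls were vehicle with enzyme for no effect and no enzyme for full effect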
# Autophagy HCS: alters autophagy in cells; MEF GFP-LC3 puncta imaging; test concentration mostly 10 µM; calls only at 10 µM (by protocol); 190,000 tested, 0.98% active; AID 463193;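 active = percentage of spot-positive cells more than 3 SD above its plate mean, without a fluorescence outlier flag or 80% toxicity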;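 note: spot-positive cell cutoff set from DMSO-treated cells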
# UTI89 phage lysis: protection from phage-mediated lysis, alamar blue read-out – E. coli UTI89, K1F phage, bacterial capsule biogenesis inhibitors (AID 488966); E. coli UTI89 K1F phage lysis, alamar blue, 2 h; higher % means a stronger effect; one-dose inhibition, % at 100 µM; IC50 in µM for titrated hits; 340,000 tested, 0.02% active;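 active = phage lysis inhibition, versus mean bacterial control, above a set limit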;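 note: capsule biogenesis inhibitors block K1F phage lysis so surviving cells raise fluorescence; higher fluorescence means more inhibition of phage lysis; actives were called in the ten point dose series up to 300 µM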
# GPR35 antagonists: inhibition of zaprinast-stimulated GPR35 beta-arrestin translocation – imaging, U2OS, beta-arrestin-GFP, zaprinast agonist, primary screen (AID 2058); U2OS GPR35 beta-arrestin-GFP translocation imaging, zaprinast antagonism; higher % means a stronger effect; one-dose inhibition, % at 10 µM; IC50 in µM for titrated hits; 290,000 tested, 0.052% active;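 active = inhibition of at least 50% with at least 30 cells and total cytoplasm GFP at most 10,000,000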
# AID2073: disruptors of CaV2.2 binding to Mint1 – biochemical, HTRF (AID 2073). 290,000 tested, 0.19% active. HTRF protein-protein interaction, Mint1-CaV2.2; higher % means a stronger effect. inhibition, % at 20 µM; hits with a dose series show IC50 in µM; in the data active = inhibition mostly above about 51%, no sharp cut-off; note: some results filed as inactive read as strong as hits
# WT yeast gro inh mutant strain: second read-out of WT yeast gro inh, no call of its own (marks repeat the call); inhibition, %; mitochondrial fusion phenotypic screen, mutant strain inhibition
# Autophagy HCS cell loss 18 h: second read-out of Autophagy HCS, no call of its own (marks repeat the call); toxicity, %; measured here: cell loss, nuclei count;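 cell loss after 18 h compound exposure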
# NTR1 agonist cell count 20 µM: also measured in NTR1 agonist; calls as there; cell count; measured here: cell count, cytotoxicity flag
# NS5 inhibitors pilot replicate: also measured in NS5 inhibitors; calls as there; inhibition, %; measured here: pilot screen replicate inhibition
# Numbers without * were called inactive; i = inactive; · = no result given; + = active, no number; [ ] = remark or other dose.
SMILES,WT yeast gro inh,WT yeast gro inh mutant strain,NTR1 agonist,NTR1 agonist cell count 20 µM,RSV antiviral HEp-2,NS5 inhibitors,LYP inhibition,Autophagy HCS,Autophagy HCS cell loss 18 h,UTI89 phage lysis,GPR35 antagonists,AID2073,others
Cc1c(Cl)cccc1NC(=O)C1CCCCC1,2,-10,-0.5,42,1.4%,·,-9%,i,-15,·,-10%,28%,
Cc1ccc(C23CC4CC(CC(NC(=O)NN)(C4)C2)C3)cc1,·,·,2.3,62,-2.6%,-12%,-4%,·,·,0.2%,4%,7%,
O=C(Nc1ccccc1)c1ccsc1,-3,1,-1.3,41,0.7%,-1%,-8%,i,6,1.7%[50 µM],6%,8%,
N#Cc1ccc(C(=O)Nc2cccc3ccccc23)c(F)c1,·,·,0.5,59,1.6%,1%,-9%,·,·,0.2%,-3%,-3%,NS5 inhibitors pilot replicate=3.6
Cc1ccccc1C(=O)N1N=C(c2ccc(NS(C)(=O)=O)cc2)CC1c1cccs1 (stereo not given),·,·,-0.6,57,6.5%,-3%,-2%,·,·,-0.1%,-1%,25%,
Cc1cccc(C)c1Nc1nnc(SCC(=O)Nc2ncc(C(F)(F)F)cc2Cl)s1,20,-14,4.2,66,0.4%,-3%,1%,i,11,-2.1%[50 µM],12%,-9%,
CCOC(=O)c1cnc(-c2ccccc2)nc1N(C)C,-10,-7,-0.4,49,6.3%,-1%,-6%,i,-1,0.7%,9%,-15%,
CCC1(C)Cc2c(sc3nc(NC)n(C)c(=O)c23)CO1 (stereo not given),-19,-1,0.7,39,-0.1%,-2%,-6%,i,6,3.9%,0%,-34%,
Cc1cc2c3c(c1C)C(=O)C(=O)N3C(C)(C)CC2C (stereo not given),11,-1,2.6,84,3.7%,-3%,-7%,i,-1,0.1%,4%,-2%,
N#CC1=C(N)Oc2n[nH]c(-c3ccc(F)cc3)c2C1c1cccnc1 (stereo not given),3,10,-0.2,41,·,6%,0%,i,-5,0.3%,-8%,3%,
Cc1cc2[nH]c(=O)c(=O)[nH]c2cc1S(=O)(=O)N1CCN(c2cccc(C)c2C)CC1,·,·,19,39,-0.7%,-2%,-1%,·,·,4.8%,-4%,14%,
COc1ccc(Br)c(-c2nc(CS(=O)(=O)c3ccc(F)cc3)no2)c1,·,·,3.3,56,4.6%,4%,-8%,·,·,-1.2%,8%,28%,
CC(=O)Nc1c2c(nn1-c1ccc(F)cc1)CSC2,·,·,2.2,61,4.9%,-4%,-8%,·,·,-0.1%,-13%,4%,
CC(C)(C)c1ccc(/C=N/OCC(=O)NCc2ccccc2)cc1,34,-7,1.2,59,0.3%,-3%,5%,i,7,0.2%[50 µM],1%,2%,
Cc1ccc(NC(=O)CN(C)S(=O)(=O)c2ccc3c(c2)n(C)c(=O)c(=O)n3C)cc1,·,·,0.9,69,-0.4%,-4%,-1%,·,·,0.4%,-18%,-2%,
Cc1ccc(C(=O)Nc2ccccc2C(=O)NC(C(=O)O)C(C)C)cc1 (stereo not given),-5,-7,-1.8,55,0.9%,-3%,-5%,i,31,-1.9%,-5%,8%,
O=C(NCc1cccc(C(F)(F)F)c1)N1CCN(S(=O)(=O)c2ccccc2F)CC1,·,·,-0.2,43,1.8%,2%,-6%,·,·,0.0%,5%,1%,
CC1CCN(S(=O)(=O)CCNC(=O)c2ccc3c(c2)OCO3)CC1,·,·,-0.4,50,2.0%,4%,·,·,·,1.4%[50 µM],·,·,
COC(=O)c1ccccc1NC(=O)c1ccc(-c2ccccc2F)o1,-8,-8,3.7,43,1.2%,-3%,-7%,i,4,2.7%[50 µM],-4%,7%,
O=C1CCN(C2CCN(Cc3nc(Cc4ccccc4F)no3)CC2)CCN1,16,-1,3.8,89,1.6%,-7%,-7%,i,-27,0.5%,-5%,15%,
Cc1cccc(C(=O)N/N=C2/SCC(=O)N2Cc2ccccc2)c1,-17,-7,-1.1,56,1.1%,2%,-6%,i,-2,0.2%,4%,1%,
O=C(COC(=O)Cn1cnc2ccccc2c1=O)Nc1ccc(Cl)c(C(F)(F)F)c1,-5,-14,0.4,70,7.3%,-10%,-5%,i,-4,0.4%,7%,2%,
Clc1cnc(N/N=C/c2ccncc2)c(Cl)c1,·,·,-1.5,29,1.7%,7%,-8%,·,·,0.5%,-15%,-8%,
Oc1cccc(N2Cc3ccccc3C2)c1,·,·,-0.1,95,5.7%,4%,-2%,·,·,0.2%,-10%,12%,
Cc1ccccc1NS(=O)(=O)CCCCC(Cl)(Cl)Cl,-2,3,2.2,46,1.6%,3%,-1%,i,1,0.5%,-4%,-14%,
Cc1ccc(S(=O)(=O)N2C=CC(C(F)(F)F)=NCC2)cc1,3,-15,-1.2,47,1.6%,-8%,-1%,i,-2,1.9%,-2%,7%,
CCN1C(=O)C(O)(CC(=O)c2c(C)coc2C)c2ccccc21 (stereo not given),-4,-2,-0.2,47,0.1%,-11%,-8%,i,21,-1.3%,15%,-3%,
Cc1nnc(SCC(=O)Nc2ccc(F)cc2F)n(N)c1=O,·,·,-0.2,61,1.0%,-6%,-5%,·,·,0.0%,3%,-3%,
CCCCN1C(=O)/C(=C(/C#N)C(N)=O)c2ccccc21,-10,6,-1.4,74,0.8%,5%,0%,i,9,-0.3%,8%,14%,
COc1ccc(C)c(Cn2c(-c3nonc3N)nc3ccccc32)c1,17,-2,6.4,54,2.0%,-2%,-3%,+,49*,1.4%,-9%,-4%,
Cc1nnc2n(C)c(=O)c3c4c(sc3n12)COC(C)(C)C4,·,·,2.0,54,2.6%,-10%,·,·,·,0.1%,·,·,
CC(=O)Nc1ccc(S(=O)(=O)NCC(=O)OCc2cc(=O)oc3ccc4ccccc4c23)cc1,0,11,-2.1,68,3.7%,3%,-5%,i,-2,1.6%[50 µM],-11%,16%,
O=C(CCn1nc(-c2ccc(Cl)cc2)ccc1=O)NCc1cccnc1,-1,-5,-0.8,56,2.6%,-13%,-1%,i,16,0.3%,0%,-10%,
COc1ccc(C2CC(c3cccs3)=NN2c2ccc(C=O)cc2)cc1 (stereo not given),18,-13,·,·,1.7%,·,-13%,+,-7.5*,·,17%,38%,
CCOc1ccc(C(=O)CN2CCN(S(=O)(=O)c3ccc(Cl)cc3)CC2)cc1,36,2,2.9,48,0.7%,-6%,2%,i,17,-0.4%,16%,-7%,
COCCNC(=O)C1CCC(Cn2c(=S)[nH]c3ccccc3c2=O)CC1 (stereo not given),6,-3,-1.3,76,0.1%,-1%,1%,i,-13,0.2%,10%,-48%,
CCn1c(COc2ccccc2C)nnc1SCC(=O)NC1CCCC1,-14,20,-0.2,55,0.0%,-9%,-8%,i,4,0.9%,7%,-3%,
COc1cccc(NC(=O)COC(=O)c2c(C)nn(-c3ccccc3)c2C)c1,·,·,-2.1,54,0.2%,1%,·,·,·,0.0%[50 µM],·,·,
COc1ccc(CC(=O)NC(C)CCc2ccccc2)cc1 (stereo not given),-2,-16,-0.6,46,1.7%,-10%,-5%,i,6,-0.9%,-5%,-10%,
O=C(c1cccn(Cc2ccc(C(F)(F)F)cc2)c1=O)N1CCOCC1,3,19,-0.5,19,0.2%,-4%,-5%,i,-7,0.3%,-3%,8%,

# Six entries from above, arranged by count of non-hydrogen atoms, largest number first:
SMILES,WT yeast gro inh,WT yeast gro inh mutant strain,NTR1 agonist,NTR1 agonist cell count 20 µM,RSV antiviral HEp-2,NS5 inhibitors,LYP inhibition,Autophagy HCS,Autophagy HCS cell loss 18 h,UTI89 phage lysis,GPR35 antagonists,AID2073,others
O=C(NCc1cccc(C(F)(F)F)c1)N1CCN(S(=O)(=O)c2ccccc2F)CC1,·,·,-0.2,43,1.8%,2%,-6%,·,·,0.0%,5%,1%,
COCCNC(=O)C1CCC(Cn2c(=S)[nH]c3ccccc3c2=O)CC1 (stereo not given),6,-3,-1.3,76,0.1%,-1%,1%,i,-13,0.2%,10%,-48%,
Cc1cccc(C(=O)N/N=C2/SCC(=O)N2Cc2ccccc2)c1,-17,-7,-1.1,56,1.1%,2%,-6%,i,-2,0.2%,4%,1%,
N#Cc1ccc(C(=O)Nc2cccc3ccccc23)c(F)c1,·,·,0.5,59,1.6%,1%,-9%,·,·,0.2%,-3%,-3%,NS5 inhibitors pilot replicate=3.6
CCCCN1C(=O)/C(=C(/C#N)C(N)=O)c2ccccc21,-10,6,-1.4,74,0.8%,5%,0%,i,9,-0.3%,8%,14%,
Cc1ccccc1NS(=O)(=O)CCCCC(Cl)(Cl)Cl,-2,3,2.2,46,1.6%,3%,-1%,i,1,0.5%,-4%,-14%,

# More entries:
SMILES,WT yeast gro inh,WT yeast gro inh mutant strain,NTR1 agonist,NTR1 agonist cell count 20 µM,RSV antiviral HEp-2,NS5 inhibitors,LYP inhibition,Autophagy HCS,Autophagy HCS cell loss 18 h,UTI89 phage lysis,GPR35 antagonists,AID2073,others
COc1ccc(NC(=O)c2ccc3c(c2)S(=O)(=O)c2ccccc2C3=O)cc1,·,·,-0.4,96,-0.1%,-4%,·,·,·,0.2%,·,·,
Cc1nn(C)c(C)c1NC(=O)CSc1nnc(C)n1-c1ccccc1,6,8,-0.4,73,-1.6%,-3%,-1%,i,13,-4.1%,8%,-4%,
CCOc1ccc(N2CCCn3c2nc2c3c(=O)n(CCc3ccccc3)c(=O)n2C)cc1,-2,1,·,·,·,·,4%,i,-29,·,-7%,-11%,
COC(=O)c1sccc1NC(=O)CSc1ccccc1NS(=O)(=O)c1ccc(Br)cc1,6,-15,2.1,74,15%,-41%,3%,i,5,1.6%,-12%,8%,
CCN(CC)C(=O)C1CCCN(C(=S)Nc2cccc3ccccc23)C1 (stereo not given),11,11,-0.2,55,2.4%,1%,-5%,i,-15,4.5%,-7%,-13%,
CCOC(=O)Cc1csc(NC(=O)Cc2ccc(C)cc2)n1,-11,-10,-0.3,70,3.5%,-4%,-2%,i,-12,0.0%,-13%,-1%,
CSc1nnc(-c2cc3c(s2)-c2ccccc2CC3)o1,12,18,4.7,41,14%,3%,-37%,i,1,0.2%,-10%,23%,
Clc1ccc(-c2csc(Nc3ccccc3)[n+]2Cc2ccco2)c(Cl)c1,72*,37*,·,·,·,-7%,1%,i,2,0.8%,1%,14%,
COc1ccc(NC(=O)CC(C)NCCCN2CCCC2=O)cc1 (stereo not given),·,·,-0.9,78,2.1%,-2%,-7%,·,·,0.3%,2%,16%,
N#C/C(=C\c1ccc(OC(=O)c2ccc(Br)s2)cc1)c1nc2ccccc2[nH]1,-4,-6,·,·,0.3%,5%,4%,i,-11,-0.3%,5%,25%,
O=C(CNC(=O)c1ccc(Cl)c([N+](=O)[O-])c1)OCN1C(=O)c2ccccc2C1=O,·,·,7.0,50,-0.9%,-4%,·,·,·,0.7%[50 µM],·,·,
O=S(=O)(Cc1cc(Cl)nc(-c2ccncc2)n1)c1ccccc1,-1,-2,9.3,28,0.0%,-12%,-7%,i,32,3.5%,7%,44%,
COC(=O)C(C)Oc1ccc2c3c(c(=O)oc2c1)CCCCC3 (stereo not given),3,-1,6.8,45,0.8%,1%,-6%,i,5,0.0%,10%,12%,
CCCc1nnc(SCC(=O)NC2CC2)n1C,·,·,0.1,37,0.2%,-4%,-13%,·,·,0.2%,17%,7%,
COc1ccccc1-n1c(SCC(=O)N(C)C2CCS(=O)(=O)C2)nc2ccccc2c1=O (stereo not given),-4,-1,1.4,91,0.1%,6%,2%,i,-12,0.0%,4%,7%,
